ROS inducer = raises reactive oxygen species in U2OS cancer cells; 46,000 compounds, 2% hits; U2OS ROS induction, H2DCF-DA fluorescence; ROS induction (% of piperlongumine), % at 10 µM; in the data active = ROS induction above about 79%, passing the limit was not always enough; inconclusive = no clear call, values can overlap the other calls;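 note: 0% = DMSO vehicle median and 100% = reference compound median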
Active calls of the source: *; ? = inconclusive.

SMILES	ROS inducer
CC(C)NC(=O)N(C)C[C@@H]1Oc2ccc(NS(=O)(=O)c3ccc(F)cc3)cc2C(=O)N([C@@H](C)CO)C[C@@H]1C	-4.3
O=C(Cn1c(=O)c2cccn2c2ccccc21)NCCc1ccc(Cl)cc1	-6.7
C[C@H]1CN([C@@H](C)CO)C(=O)CCCn2cc(nn2)CO[C@@H]1CN(C)S(=O)(=O)c1ccc(Oc2ccccc2)cc1	18.0
COc1ccc(NC(=O)Nc2ccc3c(c2)CC(=O)N([C@@H](C)CO)C[C@H](C)[C@@H](CN(C)Cc2ccncc2)O3)cc1	12.0
C[C@H](CO)N1C[C@H](C)[C@H](CN(C)S(=O)(=O)c2ccc(F)cc2)Oc2ccc(NC(=O)Cc3ccccc3)cc2CC1=O	31.9
C[C@@H]1CN([C@@H](C)CO)C(=O)c2cc(NC(=O)Nc3ccccc3)ccc2O[C@@H]1CN(C)S(C)(=O)=O	8.0
Cc1noc(C)c1S(=O)(=O)Nc1cccc2c1O[C@H](CN(C)S(=O)(=O)c1cccs1)[C@H](C)CN([C@H](C)CO)C2=O	-2.7
O=C1CCCN1CN1CCCCC1	-4.9
Cc1cc(O)cc(Oc2cc(C)cc(O)c2O)c1	-8.8
Cc1cc2c(c(=O)n1CCCn1ccnc1)C(c1ccccc1)C(C#N)=C(N)O2 (stereo unspecified)	10.1
COc1ccc(OC)c(S(=O)(=O)Nc2cccnc2)c1	-8.8
Cc1noc(C)c1S(=O)(=O)N(C)C[C@H]1Oc2c(NC(=O)c3cnccn3)cccc2C(=O)N([C@H](C)CO)C[C@H]1C	-4.1
COc1ccc(S(=O)(=O)Nc2cccc3c2O[C@@H](CN(C)C(=O)Nc2ccc(C(F)(F)F)cc2)[C@H](C)CN([C@H](C)CO)C3=O)cc1	-8.1
CCOC(=O)CSc1cn(Cc2ccc(Cl)cc2)c2ccccc12	3.7
C[C@@H]1CN([C@@H](C)CO)C(=O)c2cccc(NC(=O)NC3CCCCC3)c2O[C@@H]1CN(C)C(=O)Nc1ccc(C(F)(F)F)cc1	16.2
COc1ccc(S(=O)(=O)N(C)C[C@@H]2Oc3c(NC(=O)c4cnccn4)cccc3C(=O)N([C@@H](C)CO)C[C@@H]2C)cc1	-1.7
COC(=O)c1sc(SC)c(-c2ccn(S(=O)(=O)c3ccc(Cl)cc3)n2)c1C	-6.8
CSc1c(CC(=O)NN)n(C)c2ccccc12	16.0
COc1ccc(S(=O)(=O)N(C)C[C@@H]2Oc3ccc(NC(=O)C4CCCCC4)cc3C(=O)N([C@H](C)CO)C[C@H]2C)cc1	17.2
COC(=O)c1cc(OC)c(OC)cc1NC(=O)COc1ccccc1	-1.2
COc1ccc(Cc2nnc(SCc3nc4ccccc4c(=O)[nH]3)o2)cc1	1.2
COc1ccc(NC(=O)Nc2ccc3c(c2)CC(=O)N([C@H](C)CO)C[C@@H](C)[C@H](CN(C)C(=O)Nc2c(C)noc2C)O3)cc1	3.3
C[C@@H]1CN([C@@H](C)CO)C(=O)c2cc(NC(=O)CCCCCC(=O)Nc3ccccc3N)ccc2O[C@H]1CN(C)C(=O)NC1CCCCC1	-10.4
COc1ccc(-c2nc(SCC(=O)N(C3CCCCC3)C3CCCCC3)n[nH]2)cc1	-12.1
CCC(C)NC(=O)C(C)n1sc2ccccc2c1=O (stereo unspecified)	-7.2

3 entries already listed, sorted by SMILES length, descending:
SMILES	ROS inducer
C[C@@H]1CN([C@@H](C)CO)C(=O)c2cc(NC(=O)Nc3ccccc3)ccc2O[C@@H]1CN(C)S(C)(=O)=O	8.0
COC(=O)c1sc(SC)c(-c2ccn(S(=O)(=O)c3ccc(Cl)cc3)n2)c1C	-6.8
O=C(Cn1c(=O)c2cccn2c2ccccc21)NCCc1ccc(Cl)cc1	-6.7

Further structures follow.
SMILES	ROS inducer
CCN1CCN(C(=O)c2ccc(CS(=O)(=O)Cc3ccccc3F)o2)CC1	-7.3
O=C(Nc1ccccc1C(=O)NCCN1CCOCC1)c1ccco1	37.7
COc1ccc(S(=O)(=O)Nc2ccc3c(c2)C(=O)N([C@@H](C)CO)C[C@H](C)[C@@H](CN(C)Cc2ccc(Cl)c(Cl)c2)O3)cc1	-26.9
COC(=O)c1cn(CCOc2ccccc2)c2ccccc12	21.3
C[C@H]1CN([C@@H](C)CO)C(=O)c2cc(NC(=O)CCN3CCOCC3)ccc2O[C@H]1CN(C)S(C)(=O)=O	-6.1
Oc1c(Cl)cc(Cl)c(Cl)c1Cc1c(O)c(Cl)cc(Cl)c1Cl	3.6
O=C(/C=c1\[nH]/c(=C/c2ccc(F)cc2)c(=O)[nH]c1=O)c1ccccc1	63.0
CN(C)CC/C=C1\c2ccccc2CSc2ccccc21	1.6
O=C(CCC(=O)Nc1ccc(F)cc1)Nc1ccc(F)cc1	-11.5
COC(=O)C1=CO[C@@H](O[C@@H]2O[C@H](CO)[C@@H](O)[C@H](O)[C@H]2O)[C@@H]2[C@@](C)(O)[C@@H](OC(=O)/C=C/c3ccc(OC)c(OC)c3)C[C@]12O	-4.1
O=S(=O)(c1ccccc1)c1nc(-c2ccccc2Cl)oc1NCCN1CCOCC1	57.0
CC(C)NC(=O)N(C)C[C@@H]1Oc2c(NS(=O)(=O)c3ccccc3)cccc2C(=O)N([C@@H](C)CO)C[C@@H]1C	-1.6
Cc1ccc(C)c(NC(=O)Cn2cc(C(=O)C3CC3)c3ccccc32)c1	0.5
CNC[C@@H]1Oc2ccc(NC(=O)Nc3ccc(OC)cc3)cc2C(=O)N([C@H](C)CO)C[C@H]1C	-8.6
C[C@@H]1CCCCO[C@@H](CN(C)Cc2ccccc2)[C@@H](C)CN([C@H](C)CO)C(=O)c2cc(NC(=O)CCCN(C)C)ccc2O1	-2.1
O=C(CN(Cc1ccc(Br)cc1)S(=O)(=O)c1ccccc1)Nc1ccccc1	0.0
Cc1noc(C)c1S(=O)(=O)Nc1ccc2c(c1)CC(=O)N([C@@H](C)CO)C[C@H](C)[C@@H](CN(C)C(=O)Nc1ccc3c(c1)OCO3)O2	15.4
CC1=C(CCC2=CC(=O)OC2O)[C@@]2(C)CCC[C@]3(C)C(=O)OC(C1=O)[C@@H]32 (stereo partly specified)	-2.1
COc1cccc(NC(=O)C(C)NS(=O)(=O)c2ccc(Cl)cc2)c1 (stereo unspecified)	4.9
C[C@@H]1CCCCO[C@H](CN(C)C(=O)NC2CCCCC2)[C@@H](C)CN([C@H](C)CO)C(=O)c2cc(NC(=O)Nc3ccc(C(F)(F)F)cc3)ccc2O1	29.3
C[C@H](CO)N1C[C@H](C)[C@H](CN(C)S(=O)(=O)c2ccccc2)Oc2ccc(NS(=O)(=O)c3cn(C)cn3)cc2C1=O	7.7
CNC[C@H]1Oc2c(NC(=O)C3CCOCC3)cccc2C(=O)N([C@@H](C)CO)C[C@H]1C	-7.0
CS(=O)(=O)NC(c1ccccc1)c1ccccc1	-11.8
CC(=O)Nc1cccc(OC(=O)c2ccoc2C)c1	3.2
CCOC(=O)c1sc(SC)c2c1CCCC21SCCS1	6.7

Laid out differently: results already given.
SMILES | ROS inducer
O=C(/C=c1\[nH]/c(=C/c2ccc(F)cc2)c(=O)[nH]c1=O)c1ccccc1 | 63.0
CN(C)CC/C=C1\c2ccccc2CSc2ccccc21 | 1.6

Later entries
SMILES	ROS inducer
COc1ccc(S(=O)(=O)Nc2cccc3c2O[C@@H](CN(C)Cc2ccc(Oc4ccccc4)cc2)[C@@H](C)CN([C@@H](C)CO)C3=O)cc1	27.1
C[C@@H]1CCCCO[C@H](CN(C)Cc2ccc(C(F)(F)F)cc2)[C@@H](C)CN([C@H](C)CO)C(=O)c2cc(N(C)C)ccc2O1	3.0
Cc1cc(C)cc(N2C(=O)CC(SCC(=O)Nc3ccc(Br)cc3)C2=O)c1 (stereo unspecified)	-11.5
CC[C@H](C)C(=O)O[C@H]1C[C@@H](C)C=C2C=C[C@H](C)[C@H](CC[C@@H]3C[C@@H](O)CC(=O)O3)[C@H]21	11.4
CCOC(=O)C1=CS/C(=C2/C(=S)C(C)(C)N(C(=O)CC(C)C)c3ccc(OCC)cc32)S1	0.9
C[C@@H]1CN([C@@H](C)CO)C(=O)c2cc(NC(=O)CCN3CCOCC3)ccc2O[C@H]1CN(C)C(=O)Nc1ccc2c(c1)OCO2	0.2
C[C@H](CO)N1C[C@H](C)[C@H](CN(C)Cc2ccncc2)Oc2ccc(NC(=O)CCN3CCOCC3)cc2CC1=O	6.5
C[C@H]1CN([C@@H](C)CO)C(=O)c2cc(NS(=O)(=O)c3ccc(Cl)cc3)ccc2O[C@@H]1CN(C)S(C)(=O)=O	-7.4
C[C@@H]1CCCCO[C@H](CN(C)C)[C@@H](C)CN([C@H](C)CO)C(=O)c2cc(NC(=O)CCCN(C)C)ccc2O1	51.1
Cc1noc(C)c1S(=O)(=O)Nc1cccc2c1O[C@H](CN(C)Cc1ccc(Oc3ccccc3)cc1)[C@H](C)CN([C@@H](C)CO)C2=O	44.4
COc1ccc(-c2ccc(OC)cc2C(=O)NN)cc1	0.1
O=C1Nc2ccccc2C1(O)C/C(=N/O)c1ccco1 (stereo unspecified)	-21.5
CCOC(=O)N(C)C[C@H]1OCc2cnnn2CCCC(=O)N([C@@H](C)CO)C[C@@H]1C	52.4
C[C@H]1CN([C@@H](C)CO)C(=O)Cc2cc(NC(=O)C3CCCCC3)ccc2O[C@H]1CN(C)C(=O)Nc1ccc(F)cc1	6.5
CC1(O)N(CCc2ccccc2)C(=O)OC12CCCCC2 (stereo unspecified)	12.3
COc1ccc(S(=O)(=O)Nc2cccc3c2O[C@@H](CN(C)Cc2ccc(Oc4ccccc4)cc2)[C@H](C)CN([C@H](C)CO)C3=O)cc1	19.5
Cc1ccc(S(=O)(=O)Nc2ccc3c(c2)C(=O)N([C@H](C)CO)C[C@H](C)[C@@H](CN(C)C(=O)c2ccccc2)OCCCC[C@@H](C)O3)cc1	4.1
COc1ccc(-c2cc(=O)c3c(O)cc(O[C@H]4O[C@H](CO[C@@H]5O[C@@H](C)[C@H](O)[C@@H](O)[C@H]5O)[C@@H](O)[C@H](O)[C@H]4O)cc3o2)cc1	3.9
C[C@H]1CN([C@@H](C)CO)C(=O)Cc2cc(NS(=O)(=O)c3cccs3)ccc2O[C@H]1CN(C)S(=O)(=O)c1ccc(Cl)cc1	11.5
Cc1ccc(N2C3=C(C(=O)CC(C)(C)C3)C(c3cnn(C)c3)C3=C2CC(C)(C)CC3=O)cc1	15.6
C[C@H](CO)N1C[C@H](C)[C@H](CN(C)Cc2cccc3c2OCCCO3)OCc2cnnn2CCCC1=O	-17.7
O=C1c2ccccc2C(=O)N1CN1CCCCC1	-12.2
O=C(CN1C(=O)CSc2ccccc21)Nc1ccccc1C(=O)N1CCOCC1	2.2
CC1OC(OC2C(O)C(C)OC(OCC3OC(OC4C(C)OC(Oc5cc(O)c6c(=O)c(O)c(-c7ccc(O)c(O)c7)oc6c5)C(O)C4O)C(O)C(O)C3OC(=O)/C=C/c3ccc(O)cc3)C2O)C(O)C(O)C1O (stereo unspecified)	-6.5
Cc1noc(C)c1S(=O)(=O)Nc1cccc2c1O[C@H](CN(C)C(=O)Nc1ccc(C(F)(F)F)cc1)[C@H](C)CN([C@H](C)CO)C2=O	32.2

Next entries
SMILES	ROS inducer
CC1(C)CC[C@]2(C(=O)OC3OC(CO)C(OC4OC(CO)C(O)C(O)C4O)C(O)C3O)CC[C@]3(C)C(=CCC4[C@@]5(C)CC[C@H](OC6OC(C(=O)O)C(O)C(O)C6O)C(CO)(CO)C5CC[C@]43C)[C@@H]2C1 (stereo partly specified)	0.9
COC(=O)c1ccccc1NC(=O)NC(C)c1cc(OC)ccc1OC (stereo unspecified)	2.7
CC(C)NC(=O)Nc1cccc2c1O[C@H](CN(C)C(=O)Nc1ccccc1)[C@@H](C)CN([C@@H](C)CO)C2=O	?
S=c1oc2ccc(Cl)cc2n1Cc1ccccc1	4.8
C[C@@H]1CCCCO[C@@H](CN(C)S(=O)(=O)c2ccc(F)cc2)[C@@H](C)CN([C@H](C)CO)C(=O)c2cc(NS(C)(=O)=O)ccc2O1	-1.3
CC(C)NC(=O)Nc1cccc2c1O[C@H](CN(C)S(=O)(=O)c1ccc(F)cc1)[C@@H](C)CN([C@@H](C)CO)C2=O	-5.5
COC(=O)c1cc(S(=O)(=O)N2c3ccccc3CC2C)cn1C (stereo unspecified)	2.3
Cc1c(CCNC2=CC(=O)OC23CCCCC3)c2ccccc2n1C	-9.7
C[C@@H]1CCCCO[C@H](CN(C)C(=O)CCC(F)(F)F)[C@@H](C)CN([C@H](C)CO)C(=O)c2cc(NC(=O)c3ccncc3)ccc2O1	12.6
COc1ccc(NC(=O)Nc2cccc3c2O[C@H](CN(C)S(=O)(=O)c2ccccc2)[C@H](C)CN([C@@H](C)CO)C3=O)cc1	3.8
C[C@@H]1CN([C@@H](C)CO)C(=O)c2cccc(NS(=O)(=O)c3cccs3)c2O[C@H]1CN(C)S(=O)(=O)c1ccccc1	-9.1
O=C(CSc1ncnc2sc3c(c12)CCCC3)Nc1ccc(F)c(Cl)c1	1.3
COc1cc(Cc2cc(OC)c(C)cc2OC)c(OC)cc1C	11.0
Cc1ccc(S(=O)(=O)Nc2ccc3c(c2)CC(=O)N([C@@H](C)CO)C[C@H](C)[C@H](CN(C)Cc2ccc(Oc4ccccc4)cc2)O3)cc1	32.8
O=c1onc(-c2ccccc2)n1-c1cccc(C(F)(F)F)c1	19.2
C[C@@H]1CN([C@@H](C)CO)C(=O)c2cc(NC(=O)NC3CCCCC3)ccc2O[C@@H]1CN(C)C(=O)NC1CCCCC1	24.4
C[C@H](CO)N1C[C@H](C)[C@H](CN(C)Cc2ccc(Cl)c(Cl)c2)Oc2c(NC(=O)c3nc4ccccc4s3)cccc2C1=O	7.0

Given field by field: part of the list above
canonical_smiles: O=c1onc(-c2ccccc2)n1-c1cccc(C(F)(F)F)c1
  ROS inducer: 19.2
canonical_smiles: COc1ccc(NC(=O)Nc2cccc3c2O[C@H](CN(C)S(=O)(=O)c2ccccc2)[C@H](C)CN([C@@H](C)CO)C3=O)cc1
  ROS inducer: 3.8

Assay outcomes (PubChem)

The list is partial; the hit share may differ from the screen's.
